ABHD5 PLIN5 PPI – ABHD5-PLIN5 interaction inhibitors, primary screen, cell lysate, split luciferase complementation, luminescence; Perilipin-5 (Homo sapiens) + 1-acylglycerol-3-phosphate O-acyltransferase ABHD5 (Homo …; Split G. princeps luciferase complementation, 4 h; inhibition, % at 4 µM; actives 0.78% (n = 360,000); AID 602281, 2012;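 active means inhibition above the mean inhibition across every tested compound plus 3 SD, cut at about 22% in these data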;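 further: 0% = DMSO only wells and the 100% control is not disclosed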
Target sequence (Q00G26 whole entry, looked up): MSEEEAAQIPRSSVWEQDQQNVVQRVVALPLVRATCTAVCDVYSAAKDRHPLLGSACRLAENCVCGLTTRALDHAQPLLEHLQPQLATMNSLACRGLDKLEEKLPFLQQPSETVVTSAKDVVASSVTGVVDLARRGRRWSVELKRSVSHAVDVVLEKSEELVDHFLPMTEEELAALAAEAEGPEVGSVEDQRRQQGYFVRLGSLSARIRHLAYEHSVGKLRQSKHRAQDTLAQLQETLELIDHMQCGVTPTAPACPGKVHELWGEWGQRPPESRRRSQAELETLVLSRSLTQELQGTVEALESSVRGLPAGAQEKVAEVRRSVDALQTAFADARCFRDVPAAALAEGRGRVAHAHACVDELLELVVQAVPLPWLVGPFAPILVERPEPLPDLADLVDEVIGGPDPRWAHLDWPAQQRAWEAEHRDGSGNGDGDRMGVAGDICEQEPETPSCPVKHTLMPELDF
Target sequence (Q8WTS1 whole entry, looked up): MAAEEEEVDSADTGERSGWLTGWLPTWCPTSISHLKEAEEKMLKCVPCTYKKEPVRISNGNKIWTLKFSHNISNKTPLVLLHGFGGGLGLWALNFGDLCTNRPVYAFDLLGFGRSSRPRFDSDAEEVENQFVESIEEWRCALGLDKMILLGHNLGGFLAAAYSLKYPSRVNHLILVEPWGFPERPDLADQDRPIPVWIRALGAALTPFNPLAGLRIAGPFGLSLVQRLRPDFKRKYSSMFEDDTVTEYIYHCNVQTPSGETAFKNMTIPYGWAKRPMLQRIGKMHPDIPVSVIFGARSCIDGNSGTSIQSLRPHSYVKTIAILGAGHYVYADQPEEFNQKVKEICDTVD
MC4R ag barr – MC4R agonists recruiting beta-arrestin, primary screen, cell-based, luminescence, agonist arm of biased-ligand search; U2OS MC4R beta-arrestin complementation; percent of melanotan II response, DMSO zero; activation, % at 8.9 µM; actives 0.98% (n = 360,000); AID 540308, 2011;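 active means activation above a per-plate cutoff, the mean activation of sample wells on that plate plus 3 SD, cut at about 8% in these data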
Granule exo inh – LAMP-1 surface exposure blockers, TALL-104 cells – cell-based, flow cytometry, MLPCN library, primary screen | TALL-104 LAMP-1 surface exposure; cells stimulated with thapsigargin and PMA | inhibition, % at 10 µM | actives 0.66% (n = 360,000);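 active means inhibition above about 55%, limit read from the data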
aDG glyco up – activators of alpha-DG glycosylation, primary screen, uHTS, Pro5-aDG cells, AlphaScreen; alpha-DG glycosylation AlphaScreen (IIH6); 0% Pro5, 100% B10-LARGE cell signal; activation, % at 10 µM; actives 0.22% (n = 360,000); AID 624168, 2012;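 active means activation of at least 8% versus controls, or a plate z-score of at least 8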;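 further: Pro5 are CHO cells carrying HIG-tagged alpha-DG that lacks glycosylation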
ABCB6 inh MLPCN – ABCB6 transporter inhibitors, primary screen, K562-ABCB6 cells, flow cytometry, MLPCN library. ATP-binding cassette sub-family B member 6 (Homo sapiens), Q9NP58. K562-ABCB6 porphyrin accumulation, 1 h; hits give low values. fluorescence ratio to DMSO, % at 10 µM. actives 0.19% (n = 360,000);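 active means fluorescence ratio to DMSO below 75%, the collection mean minus 3 SD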;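 further: signal is porphyrin accumulated inside mitochondria; 100% equals median channel fluorescence of DMSO control wells; lower ratio means ABCB6 inhibition with less porphyrin fluorescence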
m5-HT2A agonist – mouse Htr2a agonists via beta-arrestin recruitment, primary screen, cell-based, luminescence; activation, % at 7.6 µM; 5-hydroxytryptamine receptor 2A (Mus musculus), P35363; actives 0.66% (n = 360,000); CHO-K1 mHTR2A beta-arrestin complementation; percent of 30 µM serotonin response;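 active means activation above a run cutoff, the mean activation of all tested compounds plus 3 SD, cut at about 14% in these data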;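 further: 0% = plate median of compound wells and 100% = 30 µM serotonin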
H9c2 protect – cardioprotection against H2O2-induced cell death, primary screen, uHTS, H9c2 cells, ATPLite luminescence | H9c2 cardiomyocytes, H2O2 injury protection, 2 h | protection from H2O2 cell death, % at 20 µM | actives 0.63% (n = 360,000) | AID 588492, 2011;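 active means compounds giving at least 50% protection of heart cells from peroxide-induced death in the single-dose screen, raw or plate-pattern-corrected value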;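 further: 0% = DMSO wells with peroxide and 100% = DMSO wells without peroxide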
hiPSC survival – enhancers of single-cell hiPSC survival, primary screen, ATPlite luminescence. survival enhancement, % at 20 µM. actives 0.044% (n = 360,000). 100% = ROCK inhibitor wells, 0% = DMSO; in the data active means survival enhancement above about 18%;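 further: cells exposed to compounds for 16 hours before the ATP read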
MC4R antagonist – MC4R antagonists of cAMP signaling, primary screen, cell-based, TR-FRET, antagonist arm of biased-ligand search; actives 0.48% (n = 360,000); inhibition, % at 6.5 µM; Melanocortin receptor 4 (Homo sapiens), P32245; MC4R-expressing cells, MTII-stimulated cAMP, LANCE TR-FRET;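 active means inhibition above its plate's cutoff, the mean of tested wells on that plate plus 3 SD, cut at about 29% in these data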;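 further: 0% = Melanotan II alone and 100% = Melanotan II plus saturating MCL0020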
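system = U2OS cells with stable human MC4R expression | also added = Melanotan II challenge after compound preincubation | dosing = one concentration, 6.5 µM nominal | incubation = compound 30 min, challenge 1 h, detection 1 h | measured by = TR-FRET with Eu-cAMP and labeled anti-cAMP, 671 nm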
Glyco luc inh – increase of ERlucT glycosylation luciferase signal, primary screen, N-linked glycosylation inhibitor project, D54 ERlucT cells, luminescence, set 2. D54 ERlucT glycosylation luciferase reporter, 24 h; percent of 100 nM tunicamycin response. reporter increase, % at 12.5 µM. actives 0.23% (n = 360,000). AID 588692, 2011;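 active means mean luciferase reporter signal, scaled so untreated is 0 and the glycosylation-blocking control 100, at or above a set limit in every replicate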;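 further: luciferase carries N-glycosylation sites so blocking glycosylation raises the light; 0% = median of neutral control wells and 100% = median of 100 nM tunicamycin wells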
* hit, by the source's call; / = no result given. An unsorted share of the library; any-hit rate near 4.5%.

structure,MC4R ag barr,m5-HT2A agonist,MC4R antagonist,ABHD5 PLIN5 PPI,ABCB6 inh MLPCN,Granule exo inh,Glyco luc inh,aDG glyco up,hiPSC survival,H9c2 protect
CCCOc1ccccc1C1NC(=O)NC(C)=C1C(=O)OCCOC (stereo unspecified),-0.4,-5,3,-5,106,-3,0,-0.1,-0.6,5
Clc1ccc(CON/C=N/c2ncnc3sccc23)cc1,0.2,0,3,-2,100,2,5,3.6,0.2,-24
N#Cc1ccc(-c2nc3cc(Cl)ccc3c(=O)n2O)cc1,0.3,-5,-2,-4,112,-4,2,0.1,-0.5,14
O=C(N/N=C/c1ccc2c(c1)OCO2)c1ccc(Cn2cc([N+](=O)[O-])cn2)o1,-0.7,-3,6,-1,105,-4,1,-0.2,0.9,-6
Cc1cc(C)n2nc(SCc3nnc(SCc4ccccc4Cl)s3)nc2n1,-1.0,2,4,9,94,-4,-4,0.1,1.3,-22
O=C(Cc1ccc(Cl)cc1)Nc1cccc2ncccc12,-3.0,0,7,3,95,-6,0,0.3,-1.7,6
COC(=O)C1=C(C)NC(=O)/C1=C\c1cc(C)n(-c2ccccc2F)c1C,-2.3,-1,-3,-1,98,-3,-7,-0.4,-0.4,18
COc1ccc(-c2ccc(C(=O)Nc3cccc(F)c3)c3occc23)c(C)c1,-0.3,1,26,-4,136,-23,-8,0.7,1.1,-19
CCCCn1c(N)c(N(CCOC)C(=O)C2CC(=O)N(Cc3ccc(C)cc3)C2)c(=O)[nH]c1=O (stereo unspecified),0.0,-2,4,-5,100,4,0,0.0,2.0,-5
C=CC(=O)Oc1ccc(N2Cc3ccccc3C2=O)cc1,-2.7,3,16,6,94,20,12,-0.1,-0.8,-13
Cc1ccc(-c2nc(CS(=O)CC(=O)NCCCN3CCN(Cc4ccccc4)CC3)c(C)o2)cc1 (stereo unspecified),-1.3,-8,-4,9,94,27,2,1.8,-0.4,-10
NC(=O)c1ccc(NC(=O)COC(=O)/C=C/c2cn(-c3ccccc3)nc2-c2cccnc2)cc1,1.7,-2,0,6,100,-4,0,0.0,0.3,5
CCOc1ccccc1CN1CCN(Cc2c[nH]c3ccccc23)CC1CCO (stereo unspecified),-0.5,4,24,0,102,40,-5,0.0,-0.3,8
COC(=O)c1cc(Br)c(=O)n(-c2ccccc2F)c1,-0.2,-2,12,-2,87,-2,0,0.6,3.7,-2
FC(F)(F)c1cccc(CN2CCCCCC2)c1,-1.1,-1,1,-4,86,-2,1,0.0,2.9,9
O=C(O)C1CCN(S(=O)(=O)c2ccc3[nH]ccc3c2)CC1,-2.1,-4,1,9,99,0,-1,-0.1,3.0,4

Some of these compounds in order of their number in m5-HT2A agonist, falling:
Structure,MC4R ag barr,m5-HT2A agonist,MC4R antagonist,ABHD5 PLIN5 PPI,ABCB6 inh MLPCN,Granule exo inh,Glyco luc inh,aDG glyco up
FC(F)(F)c1cccc(CN2CCCCCC2)c1,-1.1,-1,1,-4,86,-2,1,0.0
COC(=O)c1cc(Br)c(=O)n(-c2ccccc2F)c1,-0.2,-2,12,-2,87,-2,0,0.6
Cc1ccc(-c2nc(CS(=O)CC(=O)NCCCN3CCN(Cc4ccccc4)CC3)c(C)o2)cc1 (stereo unspecified),-1.3,-8,-4,9,94,27,2,1.8

Continuation:
structure,MC4R ag barr,m5-HT2A agonist,MC4R antagonist,ABHD5 PLIN5 PPI,ABCB6 inh MLPCN,Granule exo inh,Glyco luc inh,aDG glyco up,hiPSC survival,H9c2 protect
COc1ccc(CCNC(=O)COc2ccc(C)nc2[N+](=O)[O-])cc1OC,-1.5,1,4,-2,93,-1,0,-0.1,-0.6,-3
CCOC(=O)c1c(CC(C)C)csc1/N=C/C1C(=O)CC(C)(C)CC1=O,-1.6,-2,11,-3,102,4,1,-0.4,-0.6,-7
COc1ccc(-n2c(O)c(/C=N/NS(=O)(=O)c3ccc(C)c([N+](=O)[O-])c3)c3ccccc3c2=O)cc1OC,-1.6,-2,8,0,245,0,2,0.0,2.0,4
O=C1NN=C(c2ccc(Cl)cc2)CC1c1c[nH]c2ccccc12 (stereo unspecified),0.0,0,-3,-3,96,4,-2,0.1,-3.1,-30
COc1cccc(/C=N/Nc2snc(SC)c2C#N)c1,5.2,-6,-5,8,107,-3,-6,-0.1,-2.0,-11
COc1ccc(C(=O)COC(=O)CNC(=O)c2ccc(Cl)cc2Cl)c(OC)c1,-3.2,-7,19,-5,94,2,-2,0.0,-0.4,2
O=C(NCc1cccnc1)c1csc([C@@H]2O[C@H](CO)[C@H](O)[C@H](O)[C@H]2O)n1,0.0,6,-2,2,97,1,2,-0.5,0.8,7
O=C(O)c1cccc(N2C(=O)c3cccc4c(Cl)ccc(c34)C2=O)c1,-2.2,-1,5,0,92,0,-2,3.5,-0.4,15
O=C(Nc1ccccc1F)Nc1ccccc1Br,-0.6,-1,6,-1,103,-4,0,-0.2,-1.3,-8
COc1ccc(C(=O)N2C(=O)c3ccc(N)cc3C2=O)cc1,-0.2,5,4,-3,99,-2,-1,-0.3,-0.4,0
CCCn1nnnc1NC(=O)COc1ccc(CC)cc1,-2.4,-1,2,-4,102,-4,1,-0.1,-0.9,9
Cc1cc(C)c(NC(=O)CN2CCOCCOCCOCCOCC2)c(C)c1,1.6,6,3,1,99,0,3,-0.1,8.7,4
CCCCC(=O)NC(=S)Nc1c(C)cc(Br)cc1C,-1.4,-3,-2,-17,106,-2,-2,0.0,-0.8,-9
COc1ccc(C)cc1N(CC(=O)NCCN1CCOCC1)S(=O)(=O)c1ccccc1,-0.6,1,15,9,99,2,1,0.3,0.0,-2
CC(C)[C@H](NC(=O)NCCc1ccccc1)C(=O)O,1.2,-2,18,1,100,-4,2,-0.1,5.4,4
CC(=O)Nc1ccc(S(=O)(=O)NC2(C(F)(F)F)C(=O)NC(C)=C2C#N)cc1 (stereo unspecified),-1.6,2,5,-3,96,1,2,0.2,0.2,4
COc1ccccc1CC(=O)Nc1ccc(S(=O)(=O)N(C)C2CCN(C)CC2)cc1,0.8,-3,1,0,95,2,3,-0.1,-0.5,-2
CCOC(=O)C1=CNS(=O)(=O)NC1CCc1ccccc1 (stereo unspecified),-0.1,4,-2,11,102,0,0,0.0,3.4,-2
O=C(/C=C/c1ccc(Cl)cc1Cl)N(Cc1ccccc1)C1CCS(=O)(=O)C1 (stereo unspecified),/,/,/,/,99,5,-2,0.2,1.0,-2
CCOCCn1ccc2c(OCC(=O)Nc3ccc(OC)c(OC)c3)cccc2c1=O,-4.1,-1,-7,-3,91,-6,-1,2.3,-0.4,-13
CC[C@]12c3[nH]c4ccc(Cl)cc4c3CCN1C(=O)[C@@H](CC(=O)NCc1ccco1)C[C@@H]2C(=O)N1CCN(C(=O)C2CC2)CC1,0.5,10,-1,1,96,-1,1,-0.4,2.2,11
CCn1c(=O)c2[nH]c(Cl)nc2n(CC)c1=O,0.1,0,1,6,100,-6,-5,-0.1,-1.9,11
COc1ccc(Br)cc1S(=O)(=O)NCCCN1CCOCC1,-1.6,-3,7,-3,99,-2,2,0.0,-0.8,1
Cn1ncc(Br)c1NC(=O)CSc1ccc(Cl)cc1,-2.4,3,12,6,92,1,-2,0.5,2.3,-8
COc1ccc2c(c1)C(C)=CC(C)(C)N2C(=O)Nc1ccccc1,-0.5,-2,-4,-3,119,6,6,-0.1,-0.6,-23
Cc1cccc(N2CCN(C(=O)Cn3cccc3)CC2)c1C,0.0,-5,-3,-2,94,-9,0,-0.2,2.1,0
COc1cccc(CNC(=O)Cc2ccc(S(=O)(=O)N3CCOCC3)s2)c1,1.4,8,4,6,103,-2,1,-0.3,0.6,2
CC1CCN(S(=O)(=O)c2ccc3c(ccn3CCC(=O)N3CCCCC3)c2)CC1,1.3,0,-3,6,98,5,-1,-0.4,0.1,1
CC(C)CN1C(=O)C(=O)N(CC(=O)N(C)CC(=O)Nc2ccc(F)cc2)C1=O,-0.9,1,-3,5,101,-4,0,0.0,-0.9,1
CC(C)c1c(Cl)c(O)c(-c2ccccc2)c(=O)n1-c1ccc(F)cc1,-1.6,5,4,-5,104,4,4,-0.2,1.6,2
COc1cccc(C(=O)/C=C/Nc2cc(C)ccc2O)c1,7.2,5,2,-1,101,2,1,-0.1,-2.3,-14
O=C(COC(=O)COc1ccccc1F)Nc1ccc(Cl)cn1,0.7,0,-4,0,104,1,0,-0.1,-0.3,-1
CC(C)OCc1c(C(=O)OC/C(O)=C(\C#N)c2nc3ccccc3[nH]2)oc2ccccc12,-2.0,6,5,-2,98,3,0,1.6,0.1,-11
O=C(O)CCCCCNCc1c(Cl)cccc1Cl,-0.3,-3,16,-1,101,4,1,-0.2,1.8,0
O=C(Nc1cnccn1)c1cccs1,0.4,7,-7,1,94,-1,1,-0.2,-1.9,1
COC(=O)C1=C(C)N(C)C(C)=C(C(=O)OC)C1c1ccc(F)c(Br)c1,1.2,-8,6,-6,102,2,-1,-0.3,0.9,-16
CC(CNC(=O)COc1ccccc1)OC(=O)Nc1ccc(Cl)c(Cl)c1 (stereo unspecified),-1.8,-1,-3,17,100,0,0,0.2,-1.9,-2
